KDM5B inhibitor = Primary screen for KDM5B Histone Demethylases FDH-coupled qHTS | KDM5B demethylase, FDH-coupled NADH fluorescence (FDH is formaldehyde dehydrogenase) | Potency, µM (series often up to 57.7 µM), for the others: at the top dose activity change, negative = inhibition, hits mostly inhibitors | 2.6% of 220,000 active; active = well fitted inhibition curve with a large enough effect; inconclusive = small, poorly fitted or top-dose-only effect; inactive = no such curve, though single readings can be large or run the other way; also: 0% is about no effect; nearly all actives have a fitted effect of over 70% in size
Target sequence (Q9UGL1 whole entry, looked up): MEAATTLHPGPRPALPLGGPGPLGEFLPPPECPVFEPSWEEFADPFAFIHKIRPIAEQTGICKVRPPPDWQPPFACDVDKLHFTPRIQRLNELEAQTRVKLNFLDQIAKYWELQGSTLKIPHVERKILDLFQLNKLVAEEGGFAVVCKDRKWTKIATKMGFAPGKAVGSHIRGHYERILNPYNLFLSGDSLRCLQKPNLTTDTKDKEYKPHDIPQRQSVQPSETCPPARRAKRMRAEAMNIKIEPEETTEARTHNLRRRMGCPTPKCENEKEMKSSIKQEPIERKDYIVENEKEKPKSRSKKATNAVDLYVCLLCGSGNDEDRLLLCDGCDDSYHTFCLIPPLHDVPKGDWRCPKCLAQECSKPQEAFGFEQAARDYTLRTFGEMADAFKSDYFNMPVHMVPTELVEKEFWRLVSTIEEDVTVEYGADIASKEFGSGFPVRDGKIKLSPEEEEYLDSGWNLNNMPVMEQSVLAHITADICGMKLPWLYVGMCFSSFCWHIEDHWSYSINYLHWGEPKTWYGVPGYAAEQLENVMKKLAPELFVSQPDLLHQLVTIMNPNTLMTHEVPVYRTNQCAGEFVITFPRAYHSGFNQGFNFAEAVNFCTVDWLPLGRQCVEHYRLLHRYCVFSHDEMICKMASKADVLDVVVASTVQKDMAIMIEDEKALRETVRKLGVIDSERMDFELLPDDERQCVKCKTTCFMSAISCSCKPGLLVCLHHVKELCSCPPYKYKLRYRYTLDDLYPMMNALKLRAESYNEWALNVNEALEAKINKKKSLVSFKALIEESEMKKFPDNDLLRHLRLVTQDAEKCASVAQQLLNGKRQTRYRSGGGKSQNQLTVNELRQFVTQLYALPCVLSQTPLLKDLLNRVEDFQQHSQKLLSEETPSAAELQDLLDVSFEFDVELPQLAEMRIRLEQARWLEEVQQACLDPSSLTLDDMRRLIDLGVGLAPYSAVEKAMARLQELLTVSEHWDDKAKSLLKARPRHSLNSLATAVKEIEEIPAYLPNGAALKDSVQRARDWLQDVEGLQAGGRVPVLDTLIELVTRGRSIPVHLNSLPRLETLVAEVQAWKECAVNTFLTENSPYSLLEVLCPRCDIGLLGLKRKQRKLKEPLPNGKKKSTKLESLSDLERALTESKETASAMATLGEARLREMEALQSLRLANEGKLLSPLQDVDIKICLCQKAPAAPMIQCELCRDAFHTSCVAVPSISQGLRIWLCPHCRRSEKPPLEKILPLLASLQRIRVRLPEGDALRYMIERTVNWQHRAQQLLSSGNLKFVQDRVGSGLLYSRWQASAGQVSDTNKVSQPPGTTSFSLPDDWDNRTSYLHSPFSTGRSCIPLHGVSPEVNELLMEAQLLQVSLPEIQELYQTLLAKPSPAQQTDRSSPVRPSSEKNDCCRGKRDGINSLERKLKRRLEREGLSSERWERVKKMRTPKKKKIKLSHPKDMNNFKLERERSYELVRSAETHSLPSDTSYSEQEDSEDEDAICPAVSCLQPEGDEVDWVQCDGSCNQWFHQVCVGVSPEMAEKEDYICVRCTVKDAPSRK
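Inhibition is measured as reduced NADH fluorescence generation from FDH coupling to formaldehyde release. Truncated KDM5BΔAP at 200 nM final acts on H3K4me3 peptide (12.5 µM in substrate mix) in pH 7.5 HEPES buffer with Tween-20, 30 min, room temperature.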
* = called active by the depositor; ? = inconclusive; & = joins results of further samples; [ ] = another dose, or the depositor's remark. Potency is read from the fitted curve at half-maximal effect. Some of the compounds tested; the hit share may differ from the screen's.

SMILES	KDM5B inhibitor
O=C(/C=C/Nc1ccc(S(=O)(=O)Nc2cnc3ccccc3n2)cc1)c1cccnc1	-1%
COc1ccccc1NC(=O)Cn1nc(-c2ccc(C)c(S(=O)(=O)N3CCOCC3)c2)ccc1=O	12%
CCCn1c(=O)c2c(nc(-n3nc(C)c(C)c3C)n2CC)n(C)c1=O	7%
Cc1ccc(Oc2ccc(Cl)cc2NC(=O)Cn2cnc3c2c(=O)n(C)c(=O)n3C)cc1	15%
COc1cc(OC)c(OC)cc1CN1CCc2nc(Nc3ccc4c(c3)OCCO4)ncc2C1	?
COc1ccc(NC(=O)Cn2c(=O)n(Cc3ccccc3OC)c(=O)c3cccnc32)cc1Cl	-6%
COc1ccccc1C(=O)N/C(=C\c1cn(S(=O)(=O)N(C)C)c2ccccc12)C(=O)NCCCn1ccnc1	6%
COc1ccc(OCc2nc(C3CN(C(=O)c4sccc4C)C3)no2)cc1	10%
O=C1NCCOCCN(C(=O)COCc2ccccc2)[C@H]2CCC[C@@H]12	0%
CC(C(=O)NC1CCCC1)N1CCC(c2nc3ccccc3o2)CC1 (stereo not given)	-7%
CC(C)CCNC(=O)c1cc2cc(N(C)S(C)(=O)=O)ccc2s1	-4%
COc1ccc(C(=O)NCCn2cc(SCc3ccc(C(F)(F)F)cc3)c3ccccc32)cc1OC	-47%
CCOC(=O)c1cc(NS(=O)(=O)c2ccc3ccccc3c2)cc(C(=O)OCC)c1	1%
Cc1ccc(NC(=O)CC2CC3CCC2C3)c(Br)c1 (stereo not given)	-20%
O=C(Nc1ccccc1F)C1CCN(C(=O)NC2CCCCC2)CC1	22%
CCn1cc(S(=O)(=O)N2CCC3(CC2)CN(C(C)=O)CC3COC)cn1 (stereo not given)	-3%
COc1ccc(-c2nnc3ccc(N4C[C@@H](C)O[C@@H](C)C4)nn23)nc1	-20%[86.2 µM]
Cc1ccc2occ(CC(=O)N(Cc3ccc(Cl)cc3)C3CCS(=O)(=O)C3)c2c1 (stereo not given)	19%
O=C(COc1ccc(Cl)cc1Br)N1CCC(c2ccccc2)=N1	18%
Cn1c(=O)[nH]c(=O)c2c1nc(Sc1ccccc1)n2CCc1ccccc1	12%
C/C(CC(=O)Nc1ccc(Cl)cc1)=N\NC(=O)c1cccnc1	7%
O=C(CCSc1nccc(C(F)(F)F)n1)NC1CCCCC1	-12%
CC(C)c1ccc(/C=C(\C#N)C(=O)NCCc2ccccc2)cc1	22%
COCC1(C(=O)N2CCN(C)C3(CCNC(=O)CC3)C2)CCC1 (stereo not given)	32%[activator]
CN1CCN(c2ccc(-c3cn(C)c(=O)n4cc(CNc5ccccc5)nc34)cn2)CC1	28µM*
COc1ccc(-c2[nH]c(-c3ccccc3)nc2SCC(=O)Nc2ccc3c(c2)OCO3)cc1	4%
CC(=O)Nc1c(S(=O)(=O)c2ccc(C)cc2)c(C)c(C)n1Cc1ccccc1	-3%
CC1CCCCN1CCN(C)c1nc(-c2ccncc2)nc2c1cnn2C (stereo not given)	?
Cc1cc(C(=O)NCC(C)C)c2c(C3CCCNC3)noc2n1 (stereo not given)	-1%[149 µM]
O=C(Nc1cccc(S(=O)(=O)N2CCCC2)c1)c1nn(-c2ccccc2)c(=O)c2ccccc12	-18%
CCOC(=O)Cn1c(CN(Cc2ccccc2)Cc2ccccc2)nc2c1c(=O)[nH]c(=O)n2C	1%
Cc1cc(C)c2cccc(NC(=O)C(C)N3C(=O)c4ccccc4C3=O)c2n1 (stereo not given)	-20%
CC1(c2ccccc2)N(Cc2ccc(O)cc2)C(=O)OC12CCN(C(=O)c1cccnc1)CC2 (stereo not given)	17%
CC(=O)Nc1nonc1-c1nnc(SCC(=O)N(C)c2ccccc2)n1C	-7%
Cc1cnc(-c2ccccc2)n1CCNC(=O)C1COc2ccccc2O1 (stereo not given)	-17%
COCC(=O)N[C@H]1C[C@H]2C(=O)Nc3ccccc3C(=O)N2C1	24%[86.2 µM]
O=C(CSc1oc(-c2ccc(F)cc2)nc1S(=O)(=O)c1ccc(Cl)cc1)c1ccccc1	-14%
Cc1cc(C)cc(NC(=O)CN(c2cc(C(F)(F)F)ccc2Cl)S(=O)(=O)c2ccccc2)c1	-2%
CN(C)C1(CNC(=O)Cc2n[nH]c(=O)c3ccccc23)CCCCC1	10%
CCCN1CCN(CCCNC(=O)c2cc3c(Cl)nc4ccccc4c3s2)CC1	-24%
CC(C)(C)c1ccc(/C=N/NC(=O)C2CCCC2)cc1	-5%
CCOC(=O)CN1C(=O)c2cccnc2Oc2ccccc21	6%
O=C1CCCN1c1ccc(Cn2ccn3nc(-c4ccccc4)c(CO)c3c2=O)cc1	-11%
COc1ccccc1NC(=O)CSc1nnc(NC(=O)NC2CCCCC2)s1	5%
CCN(Cc1ccccc1)C(=O)CC1CCCN(c2cnn(CCOC)c(=O)c2)C1 (stereo not given)	20%
O=C(Nc1nc2c(s1)CCCCC2)C1CC(=O)N(C2CC2)C1 (stereo not given)	-14%
CCOc1ccccc1CNC(=O)c1cc2c(=O)n(Cc3ccccc3)ccc2nc1C	?
CCOCCOC1CCN(C(=O)Nc2ccc(C(=O)OC)cc2)CC1	-21%
O=C(CCC(=O)N1CCCCC1)Nc1ccc(Cl)c(Cl)c1	8%
Cc1cccn2c(=O)cc(CSc3ccccc3NC(=O)c3ccccc3Cl)nc12	12%
Nc1nc(SCc2coc(-c3cccc(Cl)c3)n2)n[nH]1	-13%
CC1=C[C@@H](CNC(=O)c2ccncc2)[C@H](C(C)C)C[C@H]1Cc1nnc(-c2ccncc2)o1	1%[86.2 µM]
CC(C)Cc1cc(C[C@@H]2C[C@H](NC(=O)C3CCC3)C2(C)C)no1	-24%[86.2 µM]
CC(C)C(C)(C#N)NC(=O)CN(C)Cc1ccccc1 (stereo not given)	-14%
O=C(c1ccccc1)N1CCC[C@H]1c1nc(-c2ccc(F)cc2)no1	31%
CCOc1cc(/C=C/C(=O)c2cccc(Cl)c2)cc(Cl)c1O	-23%
COc1cccc(-c2nn(C)c3sc(C(=O)NCc4ccc(OC)cc4OC)cc23)c1	?
COc1ccc(NC(=O)N2CC(N(C3CCOCC3)S(C)(=O)=O)C2)c(C)c1	-12%
Nc1nnnn1NCc1ccc(-c2ccc(F)c(Cl)c2)o1	?
CCN(CC)S(=O)(=O)c1ccc(C(=O)NCCSc2c(-c3ccc(OC)cc3)[nH]c3ccccc23)cc1	-28%

(continued)
SMILES	KDM5B inhibitor
COc1ccccc1NC(=O)NC[C@H]1O[C@H](Cc2cc(COc3ccccc3)on2)CC[C@@H]1O	-3%
CNC(=O)C1CC(=O)N(c2ccc(OCC(=O)Nc3ccc(F)cc3)cc2)C1 (stereo not given)	24%
Cc1cc2c(c(=O)n1Cc1cccnc1)C(c1cc3c(cc1Br)OCO3)C(C#N)=C(N)O2 (stereo not given)	-21%
Cc1cccnc1NCCNC(=O)c1cc(S(N)(=O)=O)ccc1F	-22%
COC(=O)c1cc(NC(=O)c2cc3sccc3n2Cc2ccc(Cl)cc2)cc(C(=O)OC)c1	?
COc1ccccc1CNc1nc2ccccc2c2nc(-c3cccc(C)c3)nn12	-16%
CCOc1ccccc1NS(=O)(=O)c1c(-c2ccc(C)cc2)csc1C(=O)OC	-26%
CCc1cc(=O)oc2cc(OCC(=O)NCc3ccncc3)ccc12	?
COCc1nc(C2CCCN(C(=O)c3ccccn3)C2)no1 (stereo not given)	19%
CS(=O)(=O)N1CCN(C(=O)C2CCNCC2)C[C@@H]1C(=O)N[C@H](Cc1c[nH]c2ccccc12)C(N)=O	38%
COCc1n[nH]c(=S)n1Cc1ccc(Cl)cc1	-17%
Cc1ccc(-c2nc(C3CC(=O)N(c4ccc(F)c(Cl)c4)C3)no2)cc1 (stereo not given)	-18%
COc1cc(OC)c(OC)cc1/C=C1\Oc2cc(OS(=O)(=O)c3ccc(C)cc3)ccc2C1=O	20%
Cc1nc2sc(C(=O)OCC(=O)Nc3c(C)cccc3C)c(C)c2c(=O)[nH]1	8%
CCC(=O)N1CCCN(S(C)(=O)=O)C(c2ccccc2)CC(=O)NCC1 (stereo not given)	-8%
COc1cccc(C(CNC(=O)C2CCN(S(=O)(=O)c3ccc4ccccc4c3)CC2)N(C)C)c1 (stereo not given)	-6%
NS(=O)(=O)Cc1ccc(CNC(=O)COc2ccccc2)cc1	2%
CCOc1ccc(NC(=O)c2oc3ccccc3c2NC(=O)Cc2cccs2)cc1	?
Cc1nc2nc(SCC(=O)NCc3ccccc3)nn2c(C)c1Cc1ccccc1Cl	?
COc1ccc(NC(=O)CCCN2C(=O)CCn3nc(-c4cn(C)c5ccccc45)cc32)cc1OC	?
Cc1sc(NC(=O)CSc2nc3ccccc3o2)nc1-c1ccccc1	-14%
CCOC(=O)c1cc2c(=O)n3ccccc3nc2n(C)c1=NC(=O)c1c(-c2ccccc2Cl)noc1C	?
COc1ccc(CC(=O)N2C[C@@H](CO)[C@H](c3ccccn3)C2)cc1OC	14%
Cc1ccc2nc(-c3cccnc3)cc(C(=O)Nc3cccc(C)n3)c2c1	?
CCC(C)N(Cc1ccccc1)C(=O)CCc1cccs1 (stereo not given)	3%
O=C(Nc1ccc(Cl)cc1F)c1ccc(-c2ccccc2)cc1	-5%
O=C(NCCc1ccccc1)c1ccc(CSc2nc3cccnc3n2Cc2ccccc2)cc1	?
CCOc1ccc2nc(N3CCCC(C(=O)Nc4ccccc4CC)C3)sc2c1 (stereo not given)	10%
OC1Cc2ccccc2C12CCN(Cc1cn(-c3ccccc3)nn1)CC2 (stereo not given)	7%
COc1ccc2c(C)c(CCC(=O)Nc3ccc(Br)c(C)c3)c(=O)oc2c1	?
O=C(Cc1ccccc1O)N1CCCC(CCc2c(F)cccc2F)C1 (stereo not given)	-16%
Cc1ccc(NC(=O)Cn2nc(C)c3nn(-c4ccc(Cl)cc4)c(C)c3c2=O)cc1C	-5%
CC(C)(C)C1CCC2(CC1)NC(=O)N(CC(=O)Nc1ccccc1)C2=O (stereo not given)	-9%
COCCNc1ncccc1-c1noc([C@@H]2CCCN2C2CCN(C)CC2)n1	32µM*
O=C(Cc1ccccc1)NC1CCN(c2ccccc2S(=O)(=O)C(F)(F)F)CC1	-10%
CCCCc1ccc(NC(=O)c2ccc(=O)n(Cc3cccc(C)c3)c2)cc1	?
CN(C)CCN(Cc1ccccc1)S(=O)(=O)c1csc(C(N)=O)c1	-6%
COCc1nc(N2CCC(c3cc(=O)[nH]c(C)n3)CC2)c2cnn(C)c2n1	-8%
CN1CCC(C(=O)N2CCC3(CC2)CC(N[S+](C)(=O)[O-])c2ccccc23)CC1 (stereo not given)	15%[115 µM]
Cc1ccc(NC(=O)CSc2nc(-c3ccco3)cc(C(F)(F)F)n2)cc1C	-1%
CCn1c(SCC(=O)Nc2cc(C)c(Cl)cc2OC)nnc1-c1cccc(OC)c1	-5%
CC(C)Cn1c(=O)c2sccc2n2c(CCCC(=O)NC3CCCCC3)nnc12	-12%
Cc1cnc(-c2ccccc2)n1CCNC(=O)c1cccn1C	1%
O=C(NCc1cccs1)c1nn(-c2ccccc2Cl)nc1CO	-30%
CCC1=C(c2ccc(C)cc2)S(=O)(=O)N=C1N1CCC(C(=O)Nc2ccccc2C(=O)OC)CC1	-9%
Cc1cc(-c2cc3c(cn2)CN(Cc2ccccc2O)CCN3)ccn1	8%[86.2 µM]
O=C(C1CC1)N1CCc2nc(-c3ccc(Cl)cc3)nc(-c3ccccc3)c2C1	7%
Cc1cc(CN2CC(N(C)c3ccccc3C)C2)on1	-18%[86.2 µM]
COc1ccc(CNC(=O)c2ccc3c(Cl)c4c(nc3c2)CCCC4)c(OC)c1	12%
COc1ccc(C2CC(c3cccc(NS(C)(=O)=O)c3)=NN2C(=O)c2cccs2)cc1OC (stereo not given)	?
COc1ccc(-n2nc(C(=O)NCC(=O)N3CCCC3)c3ccccc3c2=O)c(OC)c1	-4%
CN1CCN(C(=O)c2cc(=O)c3cc(Cl)ccc3o2)CC1	15%&6%
COC(=O)c1ccccc1NC(=O)Cn1nc2n(c1=O)CCCCC2	-23%
CCCN(CCC)CCCNC(=O)C1CCN(S(=O)(=O)CC)CC1	-15%
O=C(c1cc(F)cc(F)c1)N1C[C@@H](CO)[C@H](c2ccncc2)C1	4%
OC(CSCCc1ccccn1)C(O)CSCCc1ccccn1 (stereo not given)	14%
